Growth percent in the NCI-60 one-dose screen (48 h, 10 µM unless noted): 100 = growth as untreated, 0 = no growth, -100 = all killed.
HCC-2998: HCC-2998 colon cancer; hit rate 4.7% among 79,000
U251: U251 CNS tumor cells; hit rate 5.4% among 80,000
SF-268: SF-268 CNS cancer cells; hit rate 3.1% among 82,000; AID 1794759
DU-145: DU-145 prostate cancer; hit rate 4.2% among 81,000
SNB-75: SNB-75 CNS cancer | hit rate 5% among 79,000 | AID 1794750
SF-295: SF-295 CNS cancer cells; AID 1794758; hit rate 5.6% among 79,000
PC-3: PC-3 prostate cancer cells; hit rate 3.9% among 80,000
SNB-19: SNB-19 CNS cancer cells; AID 1794751; hit rate 2.5% among 81,000
SF-539: SF-539 CNS cancer. hit rate 6.8% among 81,000. AID 1794752
* hit, by the source's call; / = no result given; & = joins results of further samples; [ ] = another dose, or the depositor's remark. How the source made its calls: active means growth percent below 10; inactive means the rest.

SMILES	HCC-2998	U251	SF-268	DU-145	SNB-75	SF-295	PC-3	SNB-19	SF-539
Oc1ccc(-c2[nH]ncc2-c2cnn(-c3ccccc3)c2)c(O)c1	103	87	82	105	77	105	71	59	93
O=S(=O)(c1ccccc1)N(c1ccccc1)S(=O)(=O)c1ccccc1	98	95	99	107	82	73	83	100	97
CC1(CCO)Oc2ccccc2O1	95	96	96	106	110	105	79	103	92
Nc1nc(Nc2ccccc2)nn1Cc1cc(F)cc(F)c1	119	101	91	106	89	103	86	99	98
Cc1nnc(-c2ccc3c(c2)nc(-c2ccccn2)n3C2CCCCC2)o1	102	104	105	110	97	100	78	107	96
O=C(O)C(CCc1ccccc1)N1CCOCC1 (configuration not stated)	60	107	108	120	89	97	134	105	103
CCCCN(C#N)c1ccccc1	120	105	106	104	103	105	95	117	104
CC(=O)n1nc(C2=C(c3cccs3)NC(=S)NC2C)cc1-c1ccc(C)o1 (configuration not stated)	95	105	101	108	93	94	65	98	101
COc1ccc(C(=S)N2CCOCC2)cc1	/	103	102	105	91	108	97	105	99
COc1ccc(-n2ncc3c2CCc2cc(S(=O)(=O)c4ccccc4)c(OC)nc2-3)cc1	64	66	91	95	72	62	42	/	78
Fc1cccc(COc2ccc(Nc3ncnc4sc5c(c34)CCCC5)cc2Cl)c1	92	93	86	91	102	91	58	93	105
COc1ccc(NC(=O)/N=c2\oc3c(OC)cccc3cc2-c2cc3ccccc3[nH]2)cc1	95	34	70	69	-9.0*	52	39	36	35
COc1ccccc1CN(Cc1ccccc1)c1c(NC2CCCCC2)oc(=O)c2ccccc12	97	84	104	109	93	98	78	90	/
CCCCSC1=C(Cl)CN(c2ccc(Cl)cc2)C1=O	107	94	105	106	104	93	98	93	85
CC(=O)CN1C(=O)c2ccccc2C1=O	99	106	104	117	91	99	103	110	105
c1ccc(-c2cccc3ccccc23)cc1	97	103	97	96	101	101	93	108	101
CCCCNc1ccc(-c2ccc(NCCCC)cc2)cc1	95	64	70	83	83	57	72	77	50
O=C(Nc1ccc(OS(=O)(=O)c2ccc(C(F)(F)F)cc2)cc1)C1CCCCC1	113	51	72	93	18	92	83	48	24
O=C(O)c1ccc(-n2cc(/C=N/Nc3ccc(Br)cc3)c(-c3ccccc3)n2)cc1	91	93	74	85	85	84	68	111	93
COc1ccc2oc(=O)cc(/C=N\Nc3nc(-c4ccc(Cl)cc4)cs3)c2c1	92	104	101	104	76	95	71	102	94
CCOC(=O)COc1ccc(C=O)cc1	109	98	102	114	83	97	98	95	96
CCOc1cc(-c2nccc3cc(OC)c(OC)cc23)cc(OCC)c1OCC	88	90	96	101	96	39	71	95	105
CC(=O)Nc1nc(C)c(-c2csc(Nc3cccc(O)c3)n2)s1	119	105	110	113	128	115	109	103	102
O=C1C=Cc2ccc(O)cc2C1=O	102	109	101	117	110	109	100	113	107
O=CNc1ccc2c3c(cccc13)-c1ccccc1-2	92	90	68	101	69	77	75	93	78

Quoted at random: three records from the list, in no set order.
SMILES	HCC-2998	U251	SF-268	DU-145	SNB-75	SF-295	PC-3	SNB-19	SF-539
O=C(Nc1ccc(OS(=O)(=O)c2ccc(C(F)(F)F)cc2)cc1)C1CCCCC1	113	51	72	93	18	92	83	48	24
Fc1cccc(COc2ccc(Nc3ncnc4sc5c(c34)CCCC5)cc2Cl)c1	92	93	86	91	102	91	58	93	105
CC1(CCO)Oc2ccccc2O1	95	96	96	106	110	105	79	103	92

Next section
SMILES	HCC-2998	U251	SF-268	DU-145	SNB-75	SF-295	PC-3	SNB-19	SF-539
O=C(O)c1ccc2c(c1Nc1ccc(-c3ccc(Nc4c(C(=O)O)ccc5c4C(=O)c4ccccc4C5=O)cc3)cc1)C(=O)c1ccccc1C2=O	102	104	101	118	102	101	92	109	110
Cc1ccc(C(=O)Nc2ccc(N3CCOCC3)cc2)cc1Nc1ncnc2nc[nH]c12	102	91	98	100	85	100	91	100	95
COc1cc2cc(Oc3ccc(NC(=O)Nc4ccc(C)cc4)cc3)c(C)nc2cc1OC	104	100	80	102	56	107	95	97	108
CCOC(=O)c1oc2nc(-c3cnccn3)cc(-c3cccs3)c2c1N	106	113	113	100	110	101	101	95	102
CC(C)Oc1c(B(O)O)cccc1-c1nc2ccc3[nH]ncc3c2c2c1CCCC2	88	98	61	96	15	74	64	101	74
Cc1ccc2nc(COc3ccc(C(=O)NNC(=S)NCCc4ccccc4)cc3)[nH]c2c1	74	24	34	99	120	79	81	-17*	-2.0*
Cc1c(C(=O)C(SC(=S)N2CCOCC2)SC(=S)N2CCOCC2)nnn1-c1ccc([N+](=O)[O-])cc1	104	95	104	109	94	97	96	96	101
CCN(CC)CCCOc1ncnc2ccc(Cl)cc12	103	121	109	120	90	107	89	99	118
O=C(NNc1nc2cc(F)ccc2n2c(CN3CCC(O)C3)ccc12)c1cnccn1 (configuration not stated)	39	20	23	24	52	4.1*	25	22	10
O=C(Nc1cc(Cl)cc(Cl)c1)Nc1cccc(Cn2c(=O)[nH]c3ccc(Oc4ncccn4)cc3c2=O)c1	79	50	68	74	49	36	44	72	74
CCOc1ccc(NC(=S)/N=C/c2c(O)cc(C)oc2=O)cc1	105	91	103	112	93	101	81	93	107
O=C(CN1CCOCC1)Nc1ccc2oc(=O)ccc2c1	95	100	103	114	101	105	89	99	107
CN(C)CCN1C(=O)c2cccc3c(-c4ccc5ncn(C6CCCCC6)c5c4)ccc(c23)C1=O	40	13	36	27	40	23	22	23	32
COc1ccccc1Nc1cc(NC(=O)CNc2cc(OC)c(Cl)c(OC)c2Cl)ncn1	106	96	97	103	106	98	92	97	102
OCC(O)C(O)C(O)C(O)CO (configuration not stated)	98&101	102&99	99&107	100&105	97&113	/	102&107	112&113	102&100
COc1ccc2c(c1)CC1OCCc3cc(OC)c(OC)c-2c31 (configuration not stated)	115	96	102	114	100	93	88	103	89
C[C@H](COc1ccccc1)N(CCCl)Cc1ccccc1	103&100	82&92	112&109	92&104	89&103	91&95	63&88	89&105	102&111
O=c1c2cc(Nc3nc(-c4ccc5c(c4)OCO5)cs3)ccc2nc2n1CCC2	113	103	107	105	/	85	109	99	92
CCOC(=O)C1CSC(c2ccc(F)cc2)=N1 (configuration not stated)	98	97	102	97	97	98	101	95	99
C=C[C@]1(C)C=C2CC[C@@H]3C(C)(C)C(=O)CC[C@@]3(C)[C@@H]2CC1	107	98	98	108	90	101	99	108	103
C=C(C)[C@@H]1CC[C@]2(C=O)CC[C@]3(C)[C@H](CC[C@@H]4[C@@]5(C)C/C(=C/c6ccc(C(F)(F)F)cc6)C(=O)C(C)(C)[C@@H]5CC[C@]43C)[C@@H]12	99	89	89	99	99	/	68	93	94
CCC(C)Nc1ccc(NC(C)CC)cc1 (configuration not stated)	80	88	97	109	83	111	81	101	91
c1ccc(-c2nc(Nc3ccc(-c4nc5ccccc5[nH]4)cc3)nc(N3CCOCC3)n2)cc1	-81*	-68*	-43*	-28*	-90*	-76*	-35*	-19*	-77*
O=C(Nc1ccc2c(c1)OCO2)C1CC(=O)N(c2ccc3c(c2)CCC3)C1 (configuration not stated)	88[50 µM]	81[50 µM]	59[50 µM]	82[50 µM]	24[50 µM]	88[50 µM]	64[50 µM]	61[50 µM]	75[50 µM]
OCC#Cc1cn(Cc2ccccc2)c2c(N3CCOCC3)ncnc12	111	86	90	103	80	91	94	96	102

Six compounds already listed, sorted by length of the SMILES, lowest first.
SMILES	HCC-2998	U251	SF-268	DU-145	SNB-75	SF-295	PC-3	SNB-19	SF-539
COc1ccc2c(c1)CC1OCCc3cc(OC)c(OC)c-2c31 (configuration not stated)	115	96	102	114	100	93	88	103	89
CCOC(=O)c1oc2nc(-c3cnccn3)cc(-c3cccs3)c2c1N	106	113	113	100	110	101	101	95	102
O=c1c2cc(Nc3nc(-c4ccc5c(c4)OCO5)cs3)ccc2nc2n1CCC2	113	103	107	105	/	85	109	99	92
Cc1ccc2nc(COc3ccc(C(=O)NNC(=S)NCCc4ccccc4)cc3)[nH]c2c1	74	24	34	99	120	79	81	-17*	-2.0*
Cc1c(C(=O)C(SC(=S)N2CCOCC2)SC(=S)N2CCOCC2)nnn1-c1ccc([N+](=O)[O-])cc1	104	95	104	109	94	97	96	96	101
C=C(C)[C@@H]1CC[C@]2(C=O)CC[C@]3(C)[C@H](CC[C@@H]4[C@@]5(C)C/C(=C/c6ccc(C(F)(F)F)cc6)C(=O)C(C)(C)[C@@H]5CC[C@]43C)[C@@H]12	99	89	89	99	99	/	68	93	94

Next part.
SMILES	HCC-2998	U251	SF-268	DU-145	SNB-75	SF-295	PC-3	SNB-19	SF-539
CNC(=O)c1c(NC(=O)c2ccc(C(C)C)cc2)sc2c1CCC(=O)C2	-55*	-20*	15	23	-12*	-29*	-40*	8.7*	-64*
CCCCCCOc1ccc(NC2=C(SCCc3ccccc3)C(=O)c3ccccc3C2=O)cc1	103	58	71	99	102	97	65	110	90
Cn1ccc2c(cnc3ccccc32)c1=O	102	104	102	112	87	114	90	104	89
Cc1c(CN(C)C)cc(C(C)C)cc1C(C)C	104	100	111	113	97	116	109	102	118
CCC(C(O)c1ccc(Cl)cc1)[N+](=O)[O-] (configuration not stated)	111	103	95	106	96	97	94	101	96
CN(C)N=Nc1cccc(Cl)c1	109	88	106	113	101	105	88	99	/
CCCCCCCCCCCCCCCCCC1=NCCN1CCNC(C)=O	92	79	89	70	83	108	80	101	87
Oc1ccc2ccccc2c1CNc1ccc(Cl)cc1	91	93	76	77	74	93	80	102	95
COC1=C[C@@]23CCC(=O)N2CCc2cc4c(cc2[C@H]3[C@H]1OC(=O)CCCC(C)C)OCO4	106	98	96	103	94	101	82	93	104
N=C(N)SC/C=C/CSC(=N)N	108	104	92	102	85	97	100	105	100
N#C/C(=C/c1ccccc1)c1ccccc1	109	107	101	123	91	130	114	108	108
c1coc(-c2cc(-c3cc(-c4ccco4)on3)no2)c1	104	101	102	114	110	100	116	96	101
CC(=O)Oc1ccc2cc(-c3ccccc3)c(=O)oc2c1	92	94	97	102	96	102	107	98	92
CCC(CC)COCCOCCCN1C(=O)C2C(C)C=CC(C3OCCO3)C2C1=O (configuration not stated)	87	102	/	/	91	94	82	93	96
N#CC1C(=O)Nc2cccnc21 (configuration not stated)	101	105	101	118	91	104	101	103	105
O=C(CSCC(=O)c1ccc([N+](=O)[O-])cc1)c1ccc([N+](=O)[O-])cc1	101	/	96	108	94	100	85	93	/
CCOC(=O)c1ccc(Nc2nc(/C=C/c3ccc(OC)cc3)nc3ccccc23)cc1	88	90	98	104	93	96	96	95	100
O=C(CN1C(=O)S/C(=C\c2ccc(F)cc2)C1=O)Nc1ncc(Cc2ccccc2Cl)s1	111	102	97	113	100	104	98	97	99
O=C(O)CNC(=O)c1nc(-c2ccccc2)n(-c2ccc(F)cc2)n1	112	106	94	105	102	99	104	107	102
O=C(Nc1ccccc1C(=O)Nc1nccs1)c1ccccc1	101	97	87	96	82	93	88	101	98
Oc1ccccc1-c1nn(-c2ccccc2)cc1-c1nc2ccccc2s1	103	98	100	110	85	100	79	95	105
COc1ccc(-c2cc(-c3ccc(Cl)cc3)nc(SCCCC(=O)NO)n2)cc1OC	-51*	12	8.6*	14	2.6*	-33*	-5.4*	15	-36*
